CF NFkB block – cystic fibrosis NF-kB activation inhibition. actives 0.86% (n = 360,000). inhibition, % at 5 µM. KKLEB NF-kB-GFP reporter, PAF-induced, GFP fluorescence overnight;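 active = at least 50% inhibition at 5 µM, scaled per plate between neutral and stimulator controls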;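 note: PAF is a Pseudomonas aeruginosa culture filtrate used as stimulus; plate controls were PAF-stimulated DMSO wells for no effect and unstimulated DMSO wells for full effect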
Shn3 3UTR inh – inhibitors of Schnurri-3 3'UTR reporter in osteoblasts; actives 0.52% (n = 360,000); Clone20 osteoblast Shn3 3'UTR firefly luciferase, 24 h; inhibition, % at 12.5 µM;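 active = mean inhibition of at least 75% with every replicate also reaching 75%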;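 note: 0% = median of neutral control wells and 100% = pilot-screen positive control compound; some compounds past the cut are filed as inactive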
MITF TRPM1 inh – reduces MITF-dependent TRPM1 promoter luciferase signal. SK-MEL-5 TRPM1 promoter luciferase, 24 h. AID 488899. actives 0.83% (n = 330,000). inhibition, % at 12.5 µM;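 active = mean inhibition across replicates of 60% or more, whatever share of single replicates reaches that level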; note: values of inactives mirror those of a sister screen read the other way
TWEAK Fn14 block – inhibitors of TWEAK-Fn14 interaction signaling; AID 1159606; inhibition, % at 10 µM; actives 2% (n = 360,000); TWEAK-stimulated Fn14 reporter cells, luciferase luminescence, 8 h; in the data active = inhibition above about 50%
Peg3 promoter – Peg3 promoter activity inhibition; inhibition, % at 20 µM; HeLa PEG-Prom luciferase reporter, luminescence, overnight; actives 1.7% (n = 360,000);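 active = inhibition of at least 50% at 20 µM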
KKLEB cytotox – reduces viability of KKLEB cystic fibrosis airway cells. AID 602141. KKLEB CF airway cells viability, ATPlite luminescence, overnight; stronger effect = lower value; cells stimulated with P. aeruginosa culture filtrate. activity change (cytotoxicity), % at 5 µM. actives 0.36% (n = 360,000);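 active = corrected activity change at or below -50% at 5 µM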
NR2E3 ag-1 – NR2E3 (human) agonism; Q9Y5X4; GST-NR2E3/biotin-RetCOR TR-FRET, 1536-well; inhibition of corepressor binding, % at 4.78 µM; actives 0.12% (n = 320,000); AID 2300;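 active = percent inhibition above the cutoff of mean plus 3 SD of all tested compounds, set per screening campaign, cut at about 20% in these data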;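 note: 0% = DMSO wells and 100% = biotin wells as full block of FRET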
Target sequence (Q9Y5X4 whole entry, looked up): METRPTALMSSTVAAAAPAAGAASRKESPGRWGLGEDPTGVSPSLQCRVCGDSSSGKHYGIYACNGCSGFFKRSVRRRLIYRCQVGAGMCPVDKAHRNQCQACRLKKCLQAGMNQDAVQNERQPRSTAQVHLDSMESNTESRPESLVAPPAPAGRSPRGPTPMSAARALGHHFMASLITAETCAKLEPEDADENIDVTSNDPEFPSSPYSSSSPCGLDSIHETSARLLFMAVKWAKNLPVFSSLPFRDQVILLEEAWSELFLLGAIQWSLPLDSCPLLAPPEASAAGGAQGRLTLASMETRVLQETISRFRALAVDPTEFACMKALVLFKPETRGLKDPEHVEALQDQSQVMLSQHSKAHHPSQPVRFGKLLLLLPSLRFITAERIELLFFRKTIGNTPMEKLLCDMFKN
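System: GST-tagged NR2E3 plus biotinylated RetCOR corepressor; Amount: 1.35 nM GST-tagged NR2E3 final; Dosing: single nominal compound dose of 4.8 µM; Schedule: 5 h incubation at 4 °C; Technique: TR-FRET with europium anti-GST and streptavidin-D2, 340 nm excitation; Controls: biotin wells as high control, 0.6% DMSO wells as low control.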
iPSC survival up – enhancers of human iPSC single-cell survival; actives 0.044% (n = 360,000); AID 602274; survival enhancement, % at 20 µM; hiPSC single-cell survival, ATPlite luminescence; 100% = ROCK inhibitor wells, 0% = DMSO; in the data active = survival enhancement above about 18%;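 note: cells exposed to compounds for 16 hours before the ATP read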
aDG glyco act – increases alpha dystroglycan glycosylation; activation, % at 10 µM; actives 0.22% (n = 360,000); AID 624168; Pro5-aDG cells, alpha-DG glycosylation AlphaScreen (IIH6); 0% Pro5, 100% B10-LARGE cell signal;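 active = activation of at least 8% versus controls, or a plate z-score of at least 8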;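 note: Pro5 are CHO cells carrying HIG-tagged alpha-DG that lacks glycosylation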
HIF-2a inh – inhibitors of HIF-2a. inhibition, % at 18.8 µM. 786-0 RCC cells HIF-2a reporter, luciferase luminescence, overnight. actives 0.72% (n = 360,000);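 active = inhibition of the luminescence signal of 40% or more relative to plate controls, in a single-dose primary screen at 18.75 µM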
NR2E3 ag-2 – human photoreceptor-specific nuclear receptor agonism. AID 602229. actives 0.35% (n = 360,000). CHO-S Gal4-NCOR/VP16-NR2E3 two-hybrid, luciferase. inhibition of corepressor binding, % at 3.98 µM;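 active = inhibition above the mean of all tested compounds plus 3 SD, cut at about 70% in these data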;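 note: 0% = DMSO with NR2E3 transfected cells and 100% = cells lacking NR2E3 construct; higher means lower luciferase signal from less NR2E3 corepressor binding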
Starred values were filed as active, the others as inactive; . = no result given.

nr	canonical_smiles	CF NFkB block	Shn3 3UTR inh	MITF TRPM1 inh	TWEAK Fn14 block	Peg3 promoter	KKLEB cytotox	NR2E3 ag-1	iPSC survival up	aDG glyco act	HIF-2a inh	NR2E3 ag-2
1	COc1ccc(-c2cc(C(=O)NCC3CCCO3)c3ccccc3n2)cc1 (stereo not given)	-8	4	-2	3	-13	8	1	-0.4	-0.2	-43	-45
2	COc1ccc2c(CC(=O)OCC(=O)NC(=O)c3cccn3C)coc2c1	-7	-2	3	0	-2	0	-3	-2.1	-0.4	14	-9
3	O=C(COc1cccnc1[N+](=O)[O-])NCCc1ccccc1	5	-22	4	40	-32	6	4	-0.5	0.0	-26	-2
4	CCc1sc(C(=O)Nc2cccc(-n3cnnn3)c2)cc1C	-1	0	-6	12	-38	2	0	-3.2	0.2	-54	-19
5	Cc1ccc(NC(=O)N2CCOCC2)cc1NC(=O)N1CCOCC1	-4	1	.	-17	7	7	.	1.8	0.4	16	0
6	CCOc1ccc(N(C)S(=O)(=O)c2ccc(C)c(C(=O)OCC(=O)c3c[nH]c4ccccc34)c2)cc1	14	24	30	79*	28	18	1	5.5	-0.1	5	-6
7	CCOC(=O)c1c(NC(=O)CCl)sc(CN(C)C)c1-c1ccccc1	4	7	4	6	42	-5	2	1.1	1.0	14	-26
8	Cc1cc(NS(=O)(=O)c2ccc(NC(=O)C(c3ccccc3)c3ccccc3)cc2)no1	-4	10	-8	-8	29	1	1	-1.6	0.4	17	18
9	COc1ccc(C2=NN(C(=O)c3ccccc3)C(c3ccc(OC)c(OC)c3)C2)c(O)c1 (stereo not given)	-5	15	-12	-11	11	11	.	0.5	-0.2	19	4
10	O=C(Nc1nnc(C23CC4CC(CC(C4)C2)C3)s1)c1ccc(N2C(=O)CCC2=O)cc1	12	7	-3	-34	-9	3	2	2.0	-0.2	8	-15
11	OCC1(Cc2ccccc2)CCN(Cc2cnn(-c3ccccc3F)c2)CC1	-9	0	-3	8	-3	10	3	-0.7	0.0	-10	-42
12	CCN1CCN(C(=O)NC(c2ccc(C)c(F)c2)C(Cl)Cl)CC1 (stereo not given)	3	-32	-1	-1	-8	-7	5	-0.4	-0.2	8	-30
13	Cc1ccc(-c2cc(C(=O)N/N=C/C=C/c3ccccc3)n[nH]2)o1	-25	-8	-3	34	-27	9	1	0.2	-0.4	-2	-22
14	Cc1ccc(NC(=O)CN2C(=O)N/C(=C/c3cc(C)n(-c4ccc(C(=O)O)cc4)c3C)C2=O)cc1	-30	-14	13	-3	4	20	.	-2.4	-0.3	10	-27
15	O=C1/C(=C/c2ccc(F)c(F)c2)CSc2sccc21	0	-15	-10	-20	3	3	-1	3.4	-0.2	-10	-3
16	CC1N(C(=O)N(C)C)CCN1S(=O)(=O)c1ccccc1 (stereo not given)	4	3	4	-2	1	-6	2	0.7	0.1	10	-6
17	[O-]/C(=C(\C(=S)Nc1ccccc1F)[n+]1ccccc1)c1ccc(-c2ccccc2)cc1	7	-50	-29	-23	-113	6	-1	0.2	-0.1	-148	-39
18	O=S(=O)(c1ccccc1)n1cc(-c2cccc3nccn23)c2ccccc21	-26	35	.	21	10	-16	.	-0.3	0.3	3	-15
19	Cc1ccn(-c2ccc(NC(=O)c3cccs3)cc2)n1	-29	-30	-34	8	-263	-11	2	-0.7	0.0	-193	-28
20	Cc1noc(C)c1S(=O)(=O)N1CCC(C(=O)N2CCN(c3ccccc3Cl)CC2)CC1	8	6	10	6	6	-6	-2	-1.4	0.3	11	-26
21	CC(=O)c1ccc(N2CCN(C3CCC(C(C)(C)C)CC3)CC2)cc1 (stereo not given)	14	7	6	-16	19	-2	-2	0.1	0.3	18	-7
22	Cc1ccccc1NC(=O)/C(C#N)=C/c1ccc(-c2ccc(Cl)c(C(=O)O)c2)o1	-2	-28	-14	-43	-132	0	-3	-0.8	-0.1	-144	-59
23	CCOc1cc2c3c(c1)C(C)CC(C)(C)N3C(=O)C2=O (stereo not given)	18	12	.	3	27	-15	-2	-1.0	0.1	10	-8
24	CC(Sc1ncccn1)C(=O)Nc1ccc2c(c1)OCCO2 (stereo not given)	-71	-24	-9	3	-66	13	.	1.2	0.5	-65	0
25	COc1cc(/C=N/n2c(-c3ccccc3)n[nH]c2=S)cc(OC)c1O	-3	7	-12	-6	-14	5	2	-0.2	0.1	-36	-36
26	COc1ccc(N(C(=O)c2cnccn2)C(C(=O)NC2CCCCC2)c2cc(OC)c(OC)c(OC)c2)cc1 (stereo not given)	5	8	5	0	-5	-6	2	1.3	-0.2	11	-11
27	Cc1[nH]nc2c1C1(CCN(C(=O)OCc3ccccc3)CC1)C(C#N)=C(N)O2	1	-3	2	7	-16	-1	-2	-0.3	0.0	-11	-15
28	OCC1(Cc2cccc(F)c2)CCN(Cc2cccc3nccnc23)CC1	-2	7	-14	4	0	2	-3	0.1	-0.3	12	-8
29	O=C(CN1CCN(Cc2ccccc2F)C1=O)NC1CCCC1	6	.	8	9	13	-8	-2	-0.7	0.1	7	-18
30	Cc1ccc(OCC(=O)NC2CCCc3ccccc32)c(C)c1 (stereo not given)	10	-15	-7	-7	-9	-6	0	3.3	0.1	4	-7
31	CC(=O)c1ccc(NC(=O)/C(=C\c2ccco2)NC(=O)c2ccco2)cc1	2	-9	-9	48	-2	8	-1	0.6	0.0	-7	-11
32	Cc1cc(C)cc(N=C(NO)c2cccc([N+](=O)[O-])c2)c1	14	1	-1	16	-1	-2	1	-1.9	0.3	5	-14
33	CCOc1ccc(NC(=O)CN(C)C(=O)c2csc3c2CCCC3)cc1OCC	34	31	.	20	9	-12	2	0.6	-0.2	11	-7
34	NCC(=O)NNC(=O)OCC1c2ccccc2-c2ccccc21	8	7	-4	17	-2	-14	1	-0.5	0.0	15	-12
35	CC(C)CC(=O)N1CCN(Cc2cccc(Cl)c2)CC1	12	-10	-4	1	23	6	3	-0.3	-0.1	16	-12
36	CNc1cc(CSC)nc(SCc2ccc(Cl)cc2Cl)n1	19	32	15	-3	22	-34	-2	0.7	1.1	10	11
37	CCN(CC)c1ccc(C(=O)OCC(=O)c2ccco2)cc1	-25	-70	-80	-20	-203	7	0	2.8	-0.2	-191	-65
38	CCSc1nc2sc3c(c2c2[n+]1CC(CBr)O2)CCCC3 (stereo not given)	17	4	.	5	-41	1	0	-0.3	-0.1	-56	-14
39	COc1ccc(NC(=O)C2(C)CCN2Cc2ccccc2Cl)cc1OC (stereo not given)	20	30	.	-8	-2	-3	.	-1.7	1.4	-8	-3
40	N#Cc1ccc(NCC(=O)N2CCN(S(=O)(=O)c3ccccc3)CC2)cc1	1	-14	1	20	2	-7	2	-0.5	0.0	5	19
41	CCn1c(C)nc2cc(C(=O)NNS(=O)(=O)c3ccccc3F)ccc21	7	-14	-1	-10	-36	10	-3	-1.1	-0.1	-35	-13
42	COc1cc(-c2ccc3oc(-c4cccc(C)c4)c(C#CC4(O)CCCCC4)c3c2)cc(OC)c1OC	19	8	-22	1	24	6	.	-1.8	-0.6	8	9
43	COCCCNC(=O)CC1C[C@H](C(=O)N2CCCCC2)[C@@]2(C)c3[nH]c4ccccc4c3CCN2C1=O (stereo not given in full)	8	-9	17	-12	5	2	.	-2.7	-0.1	1	0
44	COC(=O)c1ccc(COC(=O)C(CCSC)NC(=O)COc2ccccc2)cc1 (stereo not given)	-2	6	3	-15	27	-16	9	-0.4	0.2	-9	-3
45	COc1ccc2c(c1OC)C(=O)OC2Nc1nc(-c2cc3cc(Br)ccc3oc2=O)cs1 (stereo not given)	-45	-37	-139	-13	-339	9	0	-1.0	-0.1	-422	-129
46	Cn1c(CSc2ncccn2)nnc1SCC(=O)N1CCCc2ccccc21	14	-54	0	30	12	19	-1	-0.1	0.2	-15	-9
47	CCCCCN(C(=O)CCC(=O)OC(C)C(=O)c1ccccc1)c1c(N)n(CCCC)c(=O)[nH]c1=O (stereo not given)	-14	-2	9	13	0	-3	-2	-0.3	0.0	8	-12
48	COc1ccc2nc(SCC(=O)Nc3cc(C)on3)[nH]c2c1	11	-4	7	-9	-2	-9	-1	-2.1	0.1	-1	-24
49	CCCCNC(=O)COC(=O)c1ccccc1F	7	-4	-11	-6	6	4	1	-0.5	0.0	5	-33
50	Cn1nnnc1SCC(=O)Nc1ccc(S(=O)(=O)N2CCOCC2)cc1	19	-32	5	24	2	-2	-1	0.2	-0.1	6	-26
51	CCN(CC)CCCNc1nc2cc(OC)c(OC)cc2c2nc(-c3ccccc3)nn12	-110	-23	-2	-45	-8	-5	2	-6.4	0.4	16	-27
52	Cc1ccc(C)c(-n2c(SCC(=O)N3CCC(C(=O)O)CC3)nnc2-c2cccc(Cl)c2)c1	3	5	-5	9	15	-11	2	0.9	-0.3	13	-1
53	O=C(Nc1ccc2c(c1)OCCO2)C1c2ccccc2OCC(=O)N1CC(F)(F)F (stereo not given)	.	.	.	4	.	.	.	1.4	-0.3	-4	-4
54	CCN(CC)C(=O)c1cccc(-c2csc(C(C)(O)c3ccccc3)n2)c1 (stereo not given)	2	30	.	17	25	-14	.	1.2	1.0	10	5
55	NS(=O)(=O)c1ccc(NC(=O)c2ccc(CSc3ccccc3)o2)cc1	18	7	1	3	9	-7	0	-0.6	0.2	2	-2
56	CC1CN(C(C)C)C(=S)N(c2ccccc2)C1=O (stereo not given)	4	5	0	9	-3	0	.	-0.2	-0.1	11	7

Later entries:
nr	canonical_smiles	CF NFkB block	Shn3 3UTR inh	MITF TRPM1 inh	TWEAK Fn14 block	Peg3 promoter	KKLEB cytotox	NR2E3 ag-1	iPSC survival up	aDG glyco act	HIF-2a inh	NR2E3 ag-2
57	CCOc1ccc2c(c1)nc(SCC(=O)c1ccc(Br)s1)n2C	8	10	22	15	15	-22	6	-1.5	-0.2	10	-12
58	CC1(C)CC(=O)C(C=NCCN2CCN(C3CC(=O)N(c4ccc(Cl)c(Cl)c4)C3=O)CC2)=C(O)C1 (stereo not given)	-7	-2	1	-3	0	8	1	0.7	-0.2	5	-9
59	CCOC(=O)N1CCN(S(=O)(=O)c2c[nH]c(C(=O)OC)c2)CC1	-6	78	2	-16	-2	-10	1	-0.4	-0.3	-1	21
60	COCCn1c(SCC(=O)Nc2ccc(OC)c(S(N)(=O)=O)c2)nc2ccccc2c1=O	-5	-2	14	-7	17	-32	-1	0.5	-0.1	14	-25
61	CCN1C(=O)N[C@@H](c2ccccc2)[C@H](C(C)=O)[C@H]1C	-7	-8	3	0	1	2	2	-1.6	0.3	-10	-1
62	CCN(c1ccccc1)S(=O)(=O)c1ccc(C(=O)Nc2cccc(NC(C)=O)c2)cc1	0	12	16	21	-14	-40	.	0.7	0.0	-4	12
63	CCCCN1Cc2ccccc2Oc2cc(Br)ccc2S1(=O)=O	11	2	-6	7	26	-4	.	-2.8	0.0	8	7

Screens as filed in PubChem BioAssay.
